PP5 primary: inhibitors of human protein phosphatase 5 (PP5). purified PP5c, OMFP substrate fluorescence. inhibition, % at 6.7 µM. hit rate 0.18% among 320,000. AID 1987;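 active means inhibition above the campaign's mean inhibition across all tested compounds plus 3 SD, cut at about 9.5% in these data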;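 further: 0% = DMSO only and 100% = 100 µM cantharidin control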
Target sequence (P53041 whole entry, looked up): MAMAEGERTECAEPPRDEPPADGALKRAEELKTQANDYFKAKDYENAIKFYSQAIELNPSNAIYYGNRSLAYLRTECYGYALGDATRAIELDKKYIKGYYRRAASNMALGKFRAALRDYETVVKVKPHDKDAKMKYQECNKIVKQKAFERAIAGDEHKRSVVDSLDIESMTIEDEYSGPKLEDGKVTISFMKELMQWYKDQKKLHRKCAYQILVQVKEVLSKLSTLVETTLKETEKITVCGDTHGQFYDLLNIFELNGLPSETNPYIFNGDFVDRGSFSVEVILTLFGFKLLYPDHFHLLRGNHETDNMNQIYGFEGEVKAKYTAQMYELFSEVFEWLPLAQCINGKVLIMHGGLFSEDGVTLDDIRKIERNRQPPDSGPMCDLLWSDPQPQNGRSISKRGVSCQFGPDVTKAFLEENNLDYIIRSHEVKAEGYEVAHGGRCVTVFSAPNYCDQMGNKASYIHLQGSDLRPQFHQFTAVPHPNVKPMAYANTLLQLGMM
CTSL1 counter: blocks F. hepatica cathepsin L1 in PFM18AAP counter-screen; recombinant F. hepatica cathepsin L1, Z-Leu-Arg-MCA fluorescence; hit rate 0.49% among 300,000; AID 1906; inhibition, % at 5.96 µM;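 active means inhibition above the mean of all tested compounds plus 3 SD, set per screening campaign, cut at about 17% in these data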;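 further: 0% = plate median of test compound wells and 100% = 1 µM Z-Phe-Ala-diazomethylketone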
HCV core dimer: HCV core protein dimerization inhibition | hit rate 0.33% among 300,000 | AID 1899 | inhibition, % at 5 µM | TR-FRET GST/Flag-core106 dimerization, 1536-well;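 active means inhibition above the mean of all tested compounds plus 3 SD, set per screening campaign, cut at about 45% in these data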
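System: GST-tagged and Flag-tagged HCV core protein residues 1-106 / Input: core106 proteins, GST 13.5 nM and Flag 17 nM / Buffer or medium: KF-containing HEPES buffer, pH 7.45, DTT, CHAPS, BSA / Probe or stimulus: Eu-anti-GST and XL665-anti-Flag labelled anti-tag antibodies / Schedule: 4 h, 22.5 °C incubation / Technique: TR-FRET 671 and 617 nm emission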
PP1 inh: PP1-alpha (human) inhibition in PP5 counter-screen | inhibition, % at 6.7 µM | purified PP1alpha, OMFP fluorescence | hit rate 0.9% among 320,000;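 active means inhibition above the mean inhibition of all tested compounds plus 3 SD, computed separately for each screening campaign, cut at about 15% in these data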
TPT1 inh: inhibitors of Candida albicans tRNA 2'-phosphotransferase TPT1; recombinant caTPT1, FP RNA substrate dephosphorylation; AID 1962; inhibition, % at 5 µM; hit rate 0.81% among 300,000;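 active means inhibition above the mean of all tested compounds plus 3 SD, set per screening campaign, cut at about 24% in these data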;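 further: plate controls were DMSO alone for no effect and ferristatin control at 100 nM for full effect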
PREPL inhibitor: human PREPL enzyme inhibition. Q4J6C6. recombinant PREPL, fluorescence polarization activity-based probe. inhibition, % at 5.96 µM. hit rate 0.68% among 320,000. AID 2751; in the data active means inhibition above about 43%;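 further: 0% = enzyme with DMSO and 100% = wells lacking enzyme; many of its hits are not listed in these tables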
JMJD2C inh: blocks human GASC-1 demethylase activity; AID 2099; Q9H3R0; inhibition, % at 2.35 µM; GST-JMJD2C(1-420) H3K9me3 demethylation, DELFIA europium; hit rate 0.069% among 330,000;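 active means more than half of a compound's replicate wells show inhibition beyond 50%, single wells judged on their own value; inconclusive means some, but no more than half, of replicates pass 50% inhibition; inactive means no replicate passes 50% inhibition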;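 further: signal counts dimethyl H3K9 product captured on neutravidin plate; 0% = median of DMSO wells and 100% = 0.3 times that DMSO median; strong numbers were not always called active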
Target sequence (Q9H3R0 1-420 limits assumed): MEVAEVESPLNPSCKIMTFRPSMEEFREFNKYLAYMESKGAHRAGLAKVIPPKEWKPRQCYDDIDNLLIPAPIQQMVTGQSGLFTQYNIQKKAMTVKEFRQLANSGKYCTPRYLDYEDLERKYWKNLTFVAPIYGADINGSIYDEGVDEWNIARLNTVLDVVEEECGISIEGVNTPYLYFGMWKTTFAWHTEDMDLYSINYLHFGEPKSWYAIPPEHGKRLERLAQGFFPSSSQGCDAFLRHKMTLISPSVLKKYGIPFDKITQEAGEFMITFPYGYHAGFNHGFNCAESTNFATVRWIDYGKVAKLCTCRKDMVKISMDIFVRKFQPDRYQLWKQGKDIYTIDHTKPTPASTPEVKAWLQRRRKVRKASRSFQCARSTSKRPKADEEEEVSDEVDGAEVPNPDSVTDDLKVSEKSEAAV
Efflux pump mplx: inhibitors of Candida antifungal efflux pumps expressed in yeast; S. cerevisiae Candida pump triplex, Nile Red efflux; inhibition, % at 10 µM; hit rate 0.44% among 330,000; AID 485275;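 active means plate passing quality check with inhibition over a set limit, or well fluorescence over plate mean plus 4 SD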;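 further: Nile Red retained in pooled yeast measured as flow cytometry median fluorescence; 0% = buffer negative control and 100% = Enniatin B positive control; higher means more Nile Red kept so more efflux inhibition; some compounds called inactive have numbers as strong as hits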
LYPLA2 inh: counter-screen for PME1 inhibitors: inhibitors of human LYPLA2; recombinant LYPLA2, FP-Rh probe fluorescence polarization; inhibition, % at 5.9 µM; hit rate 0.38% among 320,000; AID 2177;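 active means inhibition above the screen-wide mean plus 3 SD, limit set per campaign, cut at about 26% in these data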;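 further: 0% = LYPLA2 with DMSO and 100% = wells lacking LYPLA2 enzyme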
The depositor's hits bear a star; u = inconclusive; x = no result given. A portion of the library. The share of hits here may be higher or lower than overall.

Start of the listing, in advance, 6 compounds:
SMILES	PP5 primary	CTSL1 counter	HCV core dimer	PP1 inh	TPT1 inh	PREPL inhibitor	JMJD2C inh	Efflux pump mplx	LYPLA2 inh
CC1(C)Cc2c(ccc3ccccc23)/C(=C/C(=O)N2CCCCC2)N1	5.3	-1	18	0	-3	8	9	0.2	4
CC(OC(=O)Cc1ccc(F)cc1)C(=O)NCc1ccc2c(c1)OCO2 (stereo not given)	0.3	-2	-2	0	-1	6	u	-0.1	-1
Cc1c(Cl)cccc1Nc1nc(N)nc(CSc2ncccn2)n1	-1.8	1	-3	-2	2	9	8	0.0	-4
COc1ccc(O)c(/C=N/NC(=S)Nc2cccc(S(=O)(=O)N(C)C)c2)c1	12*	2	2	2	8	13	9	0.1	2
CCN1CCN(C(=O)c2ccc(CS(=O)Cc3ccc(C)cc3)o2)CC1 (stereo not given)	1.3	-3	-4	-3	-2	12	4	0.1	-3
COc1ccccc1N(CC(=O)NC1CCCC1)C(=O)CCC(=O)Nc1ccccn1	1.8	-6	11	-4	-1	-5	6	-0.1	6

Main list (from the top)
SMILES	PP5 primary	CTSL1 counter	HCV core dimer	PP1 inh	TPT1 inh	PREPL inhibitor	JMJD2C inh	Efflux pump mplx	LYPLA2 inh
CC1(C)Cc2c(ccc3ccccc23)/C(=C/C(=O)N2CCCCC2)N1	5.3	-1	18	0	-3	8	9	0.2	4
CC(OC(=O)Cc1ccc(F)cc1)C(=O)NCc1ccc2c(c1)OCO2 (stereo not given)	0.3	-2	-2	0	-1	6	u	-0.1	-1
Cc1c(Cl)cccc1Nc1nc(N)nc(CSc2ncccn2)n1	-1.8	1	-3	-2	2	9	8	0.0	-4
COc1ccc(O)c(/C=N/NC(=S)Nc2cccc(S(=O)(=O)N(C)C)c2)c1	12*	2	2	2	8	13	9	0.1	2
CCN1CCN(C(=O)c2ccc(CS(=O)Cc3ccc(C)cc3)o2)CC1 (stereo not given)	1.3	-3	-4	-3	-2	12	4	0.1	-3
COc1ccccc1N(CC(=O)NC1CCCC1)C(=O)CCC(=O)Nc1ccccn1	1.8	-6	11	-4	-1	-5	6	-0.1	6
Nc1c(C(=O)NCc2cccnc2)sc(=S)n1-c1ccccc1	0.7	-2	-3	-3	-2	12	-1	0.0	7
O=C(c1sccc1-c1ccccc1)N1CCN(S(=O)(=O)c2ccccc2)CC1	1.6	-6	-3	-2	-2	31	36	0.1	13
O=C(c1ccc(Nc2cccc(C(F)(F)F)c2)nc1)N1CCCC1	-1.7	2	-3	-2	-1	25	1	0.0	0
Cc1cccc(C)c1OCc1nnc(SCC(=O)Nc2ccc(N3CCOCC3)cc2)o1	-1.9	3	-14	0	-3	21	-12	0.1	-2
CCOc1ccc(Oc2nc(N(CC)CC)nc(N3CCOCC3)n2)nn1	1.5	0	-4	-2	2	8	9	0.1	-4
CCc1nn(CC(=O)NCCCN2CCOCC2)c(=O)c2cc3cc(F)ccc3n12	1.6	-1	8	-3	-1	1	0	-0.1	5
CN(C)c1nc(N)nc(CSc2ccccn2)n1	1.7	-3	3	-3	2	10	-3	0.2	8
Cc1ccc(NC(=O)Cc2cn(C)c3ccccc23)cc1F	2.7	-4	-4	1	-3	6	1	0.2	3
COCCNC(=O)CCCN1C(=O)c2ccccc2Sc2ncccc21	-0.7	0	-3	-1	2	6	-18	-0.1	-6
COc1ccc(C2C3C(C)=NN=C3CC(C)(O)C2C(C)=O)cc1 (stereo not given)	0.9	-1	0	-5	-3	4	-2	-0.2	-3
CSc1ncnc2sc(C)c(C)c12	-0.6	2	0	-1	-3	1	-3	-0.3	-2
CCCCOc1ccc(CNn2c(C)nc3ccccc3c2=O)cc1	1.6	1	2	2	-3	2	-27	0.1	-5
COc1ccc(CCNC(=O)N[C@@H](Cc2ccccc2)C(=O)O)cc1	-0.8	5	-4	1	-3	-71	-6	0.2	1
O=C(C1CCCN1S(=O)(=O)c1ccc(Br)cc1)N1CCOCC1 (stereo not given)	1.7	-3	-4	-4	1	13	9	0.0	-5
Cc1ccc(S(=O)(=O)Nc2nc3c(s2)C(=O)CC(C)(C)C3)cc1	-2.2	0	-1	-2	-1	-3	-17	-0.2	-6
Cc1cc(NC(=O)CSc2nnc(-c3ccncc3)n2Cc2ccccc2)n(-c2ccccc2)n1	1.3	-8	-3	-4	-2	-1	17	-0.1	5
O=C(Nn1c(Cc2cccs2)nc2ccccc2c1=O)c1cccs1	0.9	6	0	-3	5	8	2	0.0	5
O=c1[nH]c(C2CCN(S(=O)(=O)c3ccc(F)cc3)CC2)nc2c1nnn2Cc1ccc2c(c1)OCCO2	2.9	-1	22	3	-3	1	0	0.1	0
Cc1cc(NC(=O)c2ccccc2)ccc1NC(=O)c1ccccc1Cl	-0.1	3	8	-2	-2	-3	9	0.0	3
Cc1ccc(SCCOCCN2CC(C)OC(C)C2)cc1 (stereo not given)	4.8	-1	1	-2	1	8	-5	0.2	2
COc1ccc(-c2nn(-c3ccccc3)cc2/C=C(\CC(=O)O)c2nc3ccccc3s2)cc1OC	0.9	8	26	7	1	8	4	0.2	-14
COc1cc(C(=O)NCC(=O)N2CCN(S(=O)(=O)c3cc(C)ccc3C)CC2)cc(OC)c1OC	1.7	-1	-2	-5	1	7	-5	-0.3	4
CC(=O)Cc1ccccc1OC(=O)c1ccco1	0.1	-3	-3	0	-3	20	-2	-0.1	3
Cc1ccc(S(=O)(=O)NC(C(=O)O)c2ccccc2)cc1 (stereo not given)	1.7	-2	4	-1	-8	-1	-21	0.1	-4
O=C(CCc1nnc(CCCCc2ccccc2)o1)NCCCc1cccnc1	-1.6	5	1	-3	-2	13	36	0.2	0
O=C(C1=C[C@H](c2ccc3c(c2)OCO3)C[C@H](OCc2ccc(CO)cc2)O1)N1CCN(Cc2ccc3c(c2)OCO3)CC1	-6.3	1	-3	2	-3	21	5	-0.1	1
CCOc1cc(/C=C2/C(=N)N3C(=NC2=O)SN=C3S(C)(=O)=O)ccc1OC(=O)c1ccco1	1.8	-2	1	-2	8	52*	9	0.2	0
Cc1c(C(=O)O)oc2ccc(S(=O)(=O)N(CC(C)C)CC(C)C)cc12	1.8	6	10	-3	-3	-13	x	0.1	-1
CCCn1c(C)cc(/C=C(\C#N)C(=O)OCC(=O)Nc2cc(OC)c(OC)c(OC)c2)c1C	0.5	0	7	-4	0	-4	-2	0.0	12
O=C(NCCCn1ccnc1)/C(=C\c1cccnc1)NC(=O)c1ccccc1F	-2.1	14	-5	-1	-1	-2	-4	-0.1	-3
O=C(Nc1ccc(F)cc1)Nc1ccc(Cl)cn1	-0.1	1	2	1	-2	-4	4	-0.1	-1
O=C(COc1ccc2c(C(F)(F)F)cc(=O)oc2c1)Nc1ccc(N2CCOCC2)cc1	3.9	-2	-9	-4	0	18	4	0.0	-3
O=C(CCCc1ccccc1)Nc1ccnn1C1CCN(Cc2ccccn2)CC1	2.6	-1	-17	-2	-4	12	2	0.4	-6
CCn1c(-c2ccc[nH]c2=O)nc2ccccc21	0.5	-3	1	1	-1	-3	10	0.0	1
C=CCNC(=S)NCc1cccnc1	-0.7	-2	-4	-2	-3	-2	5	0.1	-1
COC(=O)C1=C(C)NC(=O)C1(NC(=O)c1ccncc1)C(F)(F)F (stereo not given)	2.7	-3	0	-2	0	-3	1	0.3	-2
O=C(NCCCN1CCOCC1)c1ccc2c(c1)N(Cc1c(F)cccc1Cl)C(=O)c1ccccc1S2	3.0	-2	-1	1	0	-18	-3	0.1	1
CC(NC(=O)c1ccccc1)C(=O)OCC(=O)c1ccc(Br)cc1 (stereo not given)	1.6	-2	13	1	-3	-1	-10	0.0	7
O=C(NCC(c1ccco1)N1CCc2ccccc2C1)C(=O)Nc1ccccc1 (stereo not given)	2.3	2	3	7	-1	-50	u	0.3	-4
COCCCNC(=O)c1cc2cc3cc(OC)ccc3nc2o1	-2.6	6	1	0	0	-4	-15	-0.2	1
COc1ccccc1-c1ccc(/C=C2\C=CC(=O)O2)o1	-3.0	6	23	0	114*	17	-3	0.1	-6
c1cncc(-c2ccnc3ncnn23)c1	-1.2	2	3	-1	-3	2	4	-0.1	2
CC(C)CC(O)(CC(C)C)C(=O)NNc1ccccc1	2.9	-3	-7	-2	3	5	8	0.1	4
COc1cc(C(=O)N2c3ccccc3CCC2C)cc(OC)c1OC (stereo not given)	0.7	0	7	-3	1	-7	0	0.0	-2

Of the compounds above, these contain a Cl atom.
SMILES	PP5 primary	CTSL1 counter	HCV core dimer	PP1 inh	TPT1 inh	PREPL inhibitor	JMJD2C inh	Efflux pump mplx	LYPLA2 inh
Cc1c(Cl)cccc1Nc1nc(N)nc(CSc2ncccn2)n1	-1.8	1	-3	-2	2	9	8	0.0	-4
Cc1cc(NC(=O)c2ccccc2)ccc1NC(=O)c1ccccc1Cl	-0.1	3	8	-2	-2	-3	9	0.0	3
O=C(Nc1ccc(F)cc1)Nc1ccc(Cl)cn1	-0.1	1	2	1	-2	-4	4	-0.1	-1
O=C(NCCCN1CCOCC1)c1ccc2c(c1)N(Cc1c(F)cccc1Cl)C(=O)c1ccccc1S2	3.0	-2	-1	1	0	-18	-3	0.1	1

Other structures follow.
SMILES	PP5 primary	CTSL1 counter	HCV core dimer	PP1 inh	TPT1 inh	PREPL inhibitor	JMJD2C inh	Efflux pump mplx	LYPLA2 inh
COc1ccc(NC(=O)CSc2nc3ccccc3c(=O)n2Cc2cccs2)c(OC)c1	-1.1	-1	7	-4	2	-10	21	-0.3	-2
COc1ccc(C)cc1N(CC(=O)N/N=C/c1ccc2c(c1)OCO2)S(C)(=O)=O	-0.2	6	6	-4	-2	-8	40	0.1	0
Cc1ccc(NC(=O)COC(=O)CNC(=O)c2ccc3ccccc3c2)c([N+](=O)[O-])c1	0.2	-1	5	-2	2	28	-9	0.2	1
COc1ccc(N=C2C(=Nc3ccc(OC)cc3)N(c3ccc(OC)cc3)C(=S)N2C(=O)c2ccc(OC)cc2)cc1	0.2	2	10	-4	0	-3	20	-0.1	-2
COc1ccc2c(c1OC)C(=O)N1N=C(c3ccc(Cl)cc3)CC21 (stereo not given)	-1.2	3	-4	-1	-3	32	-9	0.0	-2
NC(=O)CSc1nc2scc(-c3ccco3)c2c(=O)n1-c1ccccc1	4.3	28*	19	9	9	8	4	0.1	-2
O=C(CSc1nc2ccccc2o1)N1c2ccccc2Sc2ccc(Cl)cc21	5.0	-1	5	4	0	-10	19	0.1	-7
CCCn1nnc(NC(=O)C(C)Oc2ccc(Cl)cc2Cl)n1 (stereo not given)	0.0	-2	-9	-4	-2	5	29	0.0	3
Cc1ccc([N+](=O)[O-])cc1N=Nc1c(C)[nH]n(C(N)=S)c1=O	0.5	-5	5	-4	-3	3	0	0.0	4

Compound activity from PubChem BioAssay.
